Compound activity as filed in PubChem BioAssay.
Shiga toxin inh: blocks Shiga toxin action in Vero cells; Vero cells, Shiga toxin protein synthesis inhibition reporter; inhibition, % at 38.7 µM; 290,000 tested, 9.2% active; in the data active = inhibition mostly above about 28%, no sharp cut-off; inactive = mostly below about 43%; also: 0% is about no effect
CHX counter: counter-screen hit for Shiga toxin inhibitors, cycloheximide | cell reporter, cycloheximide protein synthesis inhibition counterscreen | max response, % | 300,000 tested, 12% active | AID 2314; in the data active = max response mostly above about 13%, no sharp cut-off; inactive = mostly below about 14%; also: read at 38.3 µM for the half of the compounds with a filed dose; 0% is about no effect
TbPYK inhibitor: T. brucei pyruvate kinase inhibition. TbPYK enzyme, Kinase-Glo Plus ATP luminescence, 45 min. 410,000 tested, 0.12% active. AID 624173. Potency, µM (top dose mostly 76.8 µM), for inactives: top-dose activity, negative = inhibition, hits mostly inhibitors. Q57TT1; also: potency is read from the fitted curve at half-maximal effect; % is scaled to controls: 0 for no effect and ±100 for the full control effect; nearly all actives have a fitted effect of over 50% in size
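Activity of T. brucei pyruvate kinase was followed by Kinase-Glo Plus luminescence after the enzyme reacted 45 min at room temperature with 130 uM ADP (final) and substrate. Test compounds were added before ADP at multiple concentrations.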
Pf growth 48h: inhibits P. falciparum growth in the first generation, 48 h; P. falciparum luciferase growth in erythrocytes, 48 h; Potency, µM (top dose mostly 28.7 µM), for the others: top-dose activity change, negative = inhibition, usual class: inhibitors; 310,000 tested, 5.9% active; AID 504832; also: potency is read from the fitted curve at half-maximal effect; % is scaled to controls: 0 for no effect and ±100 for the full control effect
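Read-out is firefly luciferase luminescence from an integrated reporter in P. falciparum, so falling signal marks reduced parasite growth. Infected erythrocytes were at 2% hematocrit and 0.1% parasitemia (final) in Albumax-supplemented RPMI 1640.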
Pf growth 96h: inhibits malaria parasite growth, 96 h; P. falciparum luciferase reporter growth, 96 h; Potency, µM (top dose mostly 28.7 µM), inactives show at the top dose activity change, negative = inhibition, actives largely listed as inhibitors; 320,000 tested, 6.9% active; also: potency is read from the fitted curve at half-maximal effect; % is scaled to controls: 0 for no effect and ±100 for the full control effect
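Two-generation exposure (96 h) targets delayed-death phenotype. Reporter parasites carrying integrated firefly luciferase, in red cells at 2% hematocrit and 0.05% parasitemia final, kept at 37 C, 5% CO2; luminescence loss indicates inhibition.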
LmPK inhibitor: blocks Leishmania mexicana pyruvate kinase activity. Potency, µM (top dose mostly 57.5 µM), without a hit: top-dose activity change, negative = inhibition, hits mostly inhibitors. purified LmPK, Kinase-Glo ATP luminescence, 1 h. AID 1721. 290,000 tested, 0.37% active. Q27686; also: potency is read from the fitted curve at half-maximal effect; % is scaled to controls: 0 for no effect and ±100 for the full control effect
Target sequence (Q27686 whole entry, looked up): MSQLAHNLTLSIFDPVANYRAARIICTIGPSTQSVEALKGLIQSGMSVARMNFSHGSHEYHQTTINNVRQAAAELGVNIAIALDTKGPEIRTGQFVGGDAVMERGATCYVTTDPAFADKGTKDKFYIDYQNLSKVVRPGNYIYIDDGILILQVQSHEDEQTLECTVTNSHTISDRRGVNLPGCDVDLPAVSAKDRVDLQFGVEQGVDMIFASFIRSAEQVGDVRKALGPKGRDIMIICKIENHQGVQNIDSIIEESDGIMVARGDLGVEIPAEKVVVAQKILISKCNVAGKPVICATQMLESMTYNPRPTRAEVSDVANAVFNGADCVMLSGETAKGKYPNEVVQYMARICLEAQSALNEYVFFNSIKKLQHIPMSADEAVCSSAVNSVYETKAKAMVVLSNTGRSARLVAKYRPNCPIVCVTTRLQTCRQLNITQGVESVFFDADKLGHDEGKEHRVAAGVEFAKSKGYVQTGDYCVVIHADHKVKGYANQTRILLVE
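Purified LmPK (0.1 nM) with 0.5 mM PEP and 0.1 mM ADP in imidazole buffer pH 7.2 with MgCl2/KCl, 1 h at room temperature. ATP formed was read by luciferase luminescence and normalized to no-enzyme and uninhibited controls.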
AMA1-RON2 inh: AMA1-RON2 (P. falciparum) interaction inhibition. AlphaScreen AMA1-biotinylated RON2 peptide binding. Potency, µM (doses to about 58.2 µM), without a hit: at the top dose activity change, negative = inhibition, hits mostly inhibitors. 360,000 tested, 0.2% active. AID 720542;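 also: potency is read from the fitted curve at half-maximal effect; 0% = vehicle wells and -100% = peptide control; nearly all actives have a fitted effect of over 45% in size; some results filed as inactive show a strong effect at the top dose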
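AMA1 (3D7) with his tag at 25 nM final met compounds first, then biotinylated RON2 peptide at 25 nM; detection used donor plus acceptor beads, 10 µg/mL apiece, read by AlphaScreen after 30 min at room temperature.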
Numbers without * were called inactive; ? = inconclusive; . = not tested or not shown; & = joins results of further samples; [ ] = dose if it differs, or a comment. Unless noted, calls follow the shape of the dose curve; as a rule, active = well fitted curve in the direction sought with a large enough effect; inconclusive = small, poorly fitted or top-dose-only effect, or another doubt; inactive = no such curve, though single readings can be large; an effect the other way counts as inactive or inconclusive. No enrichment for hits, and some 21% of all compounds hit somewhere here.

The line under a structure holds: Shiga toxin inh, CHX counter, TbPYK inhibitor, Pf growth 48h, Pf growth 96h, LmPK inhibitor, AMA1-RON2 inh
Cc1ccc(C2=NS(=O)(=O)N(C)C(C(=O)NCc3ccccn3)=C2)cc1
  7, -3, -4%, 19%, ?, -1%, 60%[activator]
CCCn1c(=N)c(C(=O)NC2CCCC2)cc2c(=O)n3cccc(C)c3nc21
  -7, -2, 3%&-13%, 1.9µM*, ?, 1%, -1%
COc1cc(CN2CCCC(C(=O)c3sccc3C)C2)cc(OC)c1O (centres undefined)
  -15, 0, -9%, 11%, ?, 0%, -7%
CCOC(=O)CNC(=O)CN1CCC(c2nc3ccccc3[nH]2)CC1
  9, 1, 1%, 26%, ?, -10%, 36%[activator]
O=C(c1ccccc1F)N1CCN(c2ccc([N+](=O)[O-])c3cccnc23)CC1
  -3, -3, -8%, 4%, 80%[activator], 10%, -22%
O=C(NCc1cccnc1)/C(=C/c1ccc(-c2cccc(C(F)(F)F)c2)o1)NC(=O)c1ccccc1
  -14, -3, -2%, -16%, 135%[activator], 1%, -27%
COc1cccc(CN2C(=O)C(C)N(C(=O)c3ccccc3)c3ccccc32)c1 (centres undefined)
  5, 0, 8%, ?, 10µM*, 0%, -2%
COc1ccc(C2CC(c3ccccc3)=NN2C(=O)COC(=O)c2nc3nccc(C)n3n2)cc1 (centres undefined)
  23, 7, 4%, 1%, 4%, 1%, -5%
Cc1ccc(C(=O)NCCc2sc(C)nc2C)cc1
  22, 2, 2%, 20%, 2%, -3%, 3%
O=C(COC(=O)c1n[nH]c(=O)c2ccccc12)Nc1ccccc1
  ., ., -1%, 2%, 15%, ., -8%
CC(=O)Nc1ccc(C(=O)N/N=C/c2cccnc2)cc1
  -7, -2, 2%, 0%, 3.7µM*, -3%, 59%[activator]
CC(C)n1nnnc1SCC(=O)Nc1ccccc1N1CCOCC1
  38, 12, -1%, -5%, ?, 0%, 6%
Cn1c(SCC(=O)c2ccc3c(c2)OCO3)nnc1-c1ccccn1
  19, 25, -10%, 9%, ., -6%, -23%
CCOc1nnc(C)c2c(C)n(-c3cccc(Cl)c3)nc12
  -3, 1, 2%, ?, ., 2%, 12%
CCOC(=O)COn1c(=O)c(-c2ccc(OCC)cc2)[n+]([O-])c2ccccc21
  44, 22*, -7%, 74%[activator], 81%[activator], 0%, 14%

Given as a markdown table: two of the compounds above.
| mol | Shiga toxin inh | CHX counter | TbPYK inhibitor | Pf growth 48h | Pf growth 96h | LmPK inhibitor | AMA1-RON2 inh |
| --- | --- | --- | --- | --- | --- | --- | --- |
| CCCn1c(=N)c(C(=O)NC2CCCC2)cc2c(=O)n3cccc(C)c3nc21 | -7 | -2 | 3%&-13% | 1.9µM* | ? | 1% | -1% |
| COc1cc(CN2CCCC(C(=O)c3sccc3C)C2)cc(OC)c1O (centres undefined) | -15 | 0 | -9% | 11% | ? | 0% | -7% |

Record cards, as listed above. Screens in order: Shiga toxin inh	CHX counter	TbPYK inhibitor	Pf growth 48h	Pf growth 96h	LmPK inhibitor	AMA1-RON2 inh
Shown for CCOC(=O)CNC(=O)CN1CCC(c2nc3ccccc3[nH]2)CC1 = 9	1	1%	26%	?	-10%	36%[activator]
Shown for CCCn1c(=N)c(C(=O)NC2CCCC2)cc2c(=O)n3cccc(C)c3nc21 = -7	-2	3%&-13%	1.9µM*	?	1%	-1%
Shown for O=C(COC(=O)c1n[nH]c(=O)c2ccccc12)Nc1ccccc1 = .	.	-1%	2%	15%	.	-8%

The results go on.
The line under a structure holds: Shiga toxin inh, CHX counter, TbPYK inhibitor, Pf growth 48h, Pf growth 96h, LmPK inhibitor, AMA1-RON2 inh
CCCCc1c(O)cc(C)[nH]c1=O
  4, -1, -1%, -17%, 26%, 0%, -7%
CCSc1nc(-c2cccnc2)ccc1C#N
  -13, -6, 3%, 16%, 24%, -2%, -2%
CCOC(=O)c1ccc(CNC(=O)C2CCC(=O)N(Cc3cccc(OC)c3)C2)o1 (centres undefined)
  -21, 5, -9%, 4%, 13%, -5%, -10%
Cc1ccc2c(c1)NC(=O)C(CC(=O)NCCN(C)C)O2 (centres undefined)
  9, 5, -4%, ., 1.7µM*, 10%, 8%
COC(=O)C1CSC(C(=O)OC)N1C(=O)Nc1ccc(Cl)c(Cl)c1 (centres undefined)
  -7, -3, -9%, -10%, 39%[activator], 1%, -6%
CCOC(=O)c1oc2ccc(S(=O)(=O)n3nc(-c4cc(OC)c(OC)c(OC)c4)cc3N)cc2c1C
  -17, 8, -2%&6%, 13µM*, -9%, -3%, -10%
CC(C)(C)c1ccc(S(=O)(=O)N2CCCCC2C(=O)NCc2ccccn2)cc1 (centres undefined)
  19, -4, -17%, ?, ?, 2%, 13%
O=C(CN(C(=O)c1nsc(Cl)c1Cl)c1cccc(F)c1)NC1CCCC1
  -2, -2, -5%, 3%, -1%, 0%, 5%
CC(C)(C)c1ccc(-c2ncccc2O)cc1
  69*, 32*, 3%, ?, ?, -6%, -10%
O=C(COC(=O)c1ccc([N+](=O)[O-])cc1)NC1CCCC1
  -14, -2, 2%, 14%, 33%[activator], -2%, 0%
COc1cc(/C=N\NC(=O)CN2CCOCC2)ccc1OCC(=O)Nc1ccc(C)c(C)c1
  35*, 14*, -2%, ?, 9.3µM*, 1%, 8%
COc1ccc(/C=N/Nc2nc(-c3ccc(Cl)cc3)cc(C(F)(F)F)n2)c(OC)c1
  -1, 15, 13%, -11%, 19%, 4%, -16%
Nc1cc(C(F)(F)F)ccc1C(=O)O
  2, -2, ., 0%, 19%, 1%, .
CCOC(=O)N1CCN(Cc2ccc3c(c2)OCO3)CC1
  -2, -2, -3%, 12%, ?, -1%, -4%
Cc1ccc(NS(=O)(=O)c2csc(C(N)=O)c2)c(C)c1
  -4, 4, 0%, 7.4µM*, 4.1µM*, 10%, -4%
Cc1sc(NC(=O)c2ccco2)c(CN2CCC(C)CC2)c1C
  0, 10, 2%, ., ?, 2%, -7%
COc1ccc(/C=N/NC(=O)CN(c2ccc(OC)cc2)S(=O)(=O)c2ccccc2)cc1
  -10, 4, -18%, ?, ?, 4%, 44%[activator]
O=C(NCCCN=C1NS(=O)(=O)c2ccccc21)c1ccc(S(=O)(=O)N2CCOCC2)cc1
  -9, -1, -10%, ., -29%, -3%, 5%
Cc1cc(C)c(NC(=O)CCN2C(=O)c3ccccc3S2(=O)=O)c(C)c1
  ., ., 3%, 13%, 55%[activator], ., 6%
CC(C)c1nc2ccc(C(=O)O)cc2[nH]1
  10, 8, 0%, ., 80%[activator], -10%, 0%
CC(C)NC(=O)C1CCN(C(=O)c2ccc(-c3ccccc3)cc2)CC1
  -5, -1, 4%, -17%, 30%[activator], -4%, 11%
Cc1ccc(C(=O)NCCc2ccccn2)cc1S(=O)(=O)N1CCOCC1
  8, 9, 0%, -15%, ?, 2%, 25%
CCOc1ccc(NC(=O)CCC(=O)NNC(=O)c2ccc(Br)o2)cc1
  -2, -1, 0%, 21%, -25%, -2%, 22%
Cc1ccc(S(=O)(=O)N2CCN(C(=O)c3c(C)nn(-c4ccccc4)c3Cl)CC2)cc1
  -8, 10, -2%, ?, ?, 2%, -3%
O=C(Nc1ccccc1N1CCCC1)C1CCN(C(=O)c2ccc(Cl)cc2)CC1
  ., ., 1%, ?, ?, ., -14%
C=CCn1c(Cc2ccc(OCC)cc2)nnc1SCC(N)=O
  -13, -1, -7%, -7%, ., -1%, 6%
Cc1cccc(OCc2nnc(SCC(=O)NC3CCCCC3)n2C)c1
  -7, 9, 3%, -3%, -6%, -1%, 16%
Cc1nn(-c2ccccc2)c(C)c1NC(=O)COC(=O)CCCOc1ccccc1
  ., ., -3%, 6%, 2%, ., 10%
CN(C)c1ccc(C=C2C(=O)OC(C)(C)OC2=O)cc1
  18, 5, -4%, -6%, ?, 5%, -6%
COc1ccc(C(=O)/C=C/C(=O)N(CC(=O)NC2CCCCC2)Cc2ccccc2)c(O)c1
  -4, 2, -13%, ?, 2.6µM*, 4%, 14%

7 compounds out of the list, sorted by molecular weight, ascending.
The line under a structure holds: Shiga toxin inh, CHX counter, TbPYK inhibitor, Pf growth 48h, Pf growth 96h, LmPK inhibitor, AMA1-RON2 inh
CC(C)c1nc2ccc(C(=O)O)cc2[nH]1
  10, 8, 0%, ., 80%[activator], -10%, 0%
CN(C)c1ccc(C=C2C(=O)OC(C)(C)OC2=O)cc1
  18, 5, -4%, -6%, ?, 5%, -6%
Cc1sc(NC(=O)c2ccco2)c(CN2CCC(C)CC2)c1C
  0, 10, 2%, ., ?, 2%, -7%
O=C(Nc1ccccc1N1CCCC1)C1CCN(C(=O)c2ccc(Cl)cc2)CC1
  ., ., 1%, ?, ?, ., -14%
CCOc1ccc(NC(=O)CCC(=O)NNC(=O)c2ccc(Br)o2)cc1
  -2, -1, 0%, 21%, -25%, -2%, 22%
COc1ccc(/C=N/NC(=O)CN(c2ccc(OC)cc2)S(=O)(=O)c2ccccc2)cc1
  -10, 4, -18%, ?, ?, 4%, 44%[activator]
Cc1ccc(S(=O)(=O)N2CCN(C(=O)c3c(C)nn(-c4ccccc4)c3Cl)CC2)cc1
  -8, 10, -2%, ?, ?, 2%, -3%

(cont.)
The line under a structure holds: Shiga toxin inh, CHX counter, TbPYK inhibitor, Pf growth 48h, Pf growth 96h, LmPK inhibitor, AMA1-RON2 inh
CCCc1nc2ccccc2c2nc(N)nn12
  18, -1, 3%, 16%, ., 1%, -1%
COc1cc(Nc2cc(C)nc3nc(C)nn23)cc(OC)c1OC
  9, -3, 1%, 9.3µM*, -19%, 5%, 0%
CCCOC(=O)c1ccc(NC(=O)Oc2ccccc2)cc1
  29, 16, -8%, 56%[activator], 3%, 1%, -4%
CC(C(=O)O)n1c(C(F)(F)F)nc2ccccc21 (centres undefined)
  -15, -2, 2%, ., -6%, -2%, -13%
COc1ccc(-c2cnc3ncnn3c2N)cc1
  7, -5, -20%, -13%, 8%, 3%, 7%
COCCNc1nnc(SCC(=O)c2c[nH]c3ccccc23)s1
  16, 6, -11%, 8.3µM*, ?, -2%, 9%[11.6 µM]
COc1ccc(-c2cc(C(=O)N3CCN(c4ccc(F)cc4)CC3)no2)cc1OC
  -5, 1, 2%&-5%, -28%, 59%[activator], 4%, -4%
CC1CCc2sc(NC(=O)c3ccc(N4C(=O)CCC4=O)cc3)c(C(N)=O)c2C1 (centres undefined)
  -3, -2, 3%, 8%, 0%, 5%, 14%
N=C(N)N1CCc2ccccc2C1
  14, 3, -11%, 7%&6%, 1%&0%, -5%, .
Cc1ccc(C(O)CCc2ccc(N)cc2)cc1 (centres undefined)
  11, 4, 0%, ., 0%, -1%, -7%
CC(=O)Nc1ccc(OC(=O)c2c(-c3ccccc3Cl)noc2C)cc1
  -4, -7, 1%, ?, ?, 6%, -5%
CCc1cccc(N(C(=O)c2csnn2)C(C(=O)NC2CCCCC2)c2cccnc2)c1 (centres undefined)
  -6, 2, 1%, -26%, ?, -5%, 0%
Cc1nc(=S)c2ccccc2[nH]1
  8, 14, -14%, ., 40%[activator], 4%, 7%
CN(CCCn1c(=S)[nH]c2ncccc2c1=O)Cc1ccccc1
  -6, -2, 0%, 43%[activator], 51%[activator], -5%, 4%
